Bioassay records deposited in PubChem by several laboratories.
Keap1-Nrf2 PPI – Keap1-Nrf2 protein-protein interaction inhibitors, primary screen, biochemical, fluorescence polarization, single point. 0.15% of 340,000 active. Kelch-like ECH-associated protein 1 (Homo sapiens), Q14145. AID 504523, 2011. inhibition, % at 9.4 µM. Keap1 Kelch-Nrf2 peptide fluorescence polarization, 1536-well; in the data active means inhibition above about 12%; inconclusive means no clear call, values can overlap the other calls; inactive means below about 7.3%;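 further: human Keap1 Kelch domain with fluorescein labeled Nrf2 9mer peptide probe; 0% = neutral control wells and 100% = peptide positive control; higher means more block of Keap1 binding to Nrf2 peptide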
PfHsp90 yeast 2 – growth inhibition of PfHsp90-expressing yeast, primary screen, antimalarial PfHsp90 inhibitor project, S. cerevisiae, BacTiter-Glo luminescence, single point, set 2. BacTiter-Glo ATP, 48 h; yeast lacking PDR1 and PDR3 efflux regulators. inhibition, % at 9.4 µM. 0.32% of 310,000 active. AID 504621, 2011;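 active means every replicate shows inhibition above about 80%, whatever the replicate mean, limit read from the data; inconclusive means mean inhibition reaches the set limit but some replicate falls short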;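 further: 0% = DMSO neutral controls and 100% = 20 µM radicicol positive controls; yeast relying on Plasmodium falciparum Hsp90 in place of its own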
dFosB activator – activators of delta FosB homodimer, primary screen, biochemical, fluorescence polarization, TAMRA-CDK5 oligo, single point. Protein FosB (Mus musculus), P13346. purified delta FosB; percent of positive-control signal above neutral wells. activation, % at 25 µM. 0.99% of 340,000 active;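 active means mean activation above about 17%, with every replicate also reaching it, limit read from the data, passing the limit was not always enough; inconclusive means only one of the two conditions met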;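 further: fluorescence polarization rise as delta FosB binds a TAMRA Cdk5 AP-1 oligo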
RTF Ca sens inh – cardiac RTF calcium sensitivity inhibitors, primary screen, biochemical, IANBD-TnC fluorescence, EC70 calcium | Troponin I, cardiac muscle (Homo sapiens) + Troponin T, cardiac muscle (Homo sapiens) + … | IANBD-labeled cardiac RTF, Ca2+ fluorescence | inhibition, % at 7.15 µM | 0.12% of 340,000 active;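 active means inhibition above the mean inhibition of all tested compounds plus 3 SD, cut at about 17% in these data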;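 further: assay run at fixed EC70 calcium of 1.6 mM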
LANA DNA inh – inhibitors of KSHV C-LANA binding to DNA, primary screen, biochemical, fluorescence polarization, FAM-LBS DNA, MBP-C-LANA, single point | inhibition, % at 9 µM | 0.078% of 340,000 active | AID 504423, 2011;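 active means highest replicate inhibition at or above 60% at 9 µM, even if other replicates fall short; inactive means all replicates below 60% inhibition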;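 further: 0% = neutral control wells and 100% = 4 µM acridine orange control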
SUMO Mot1 rescue – yeast Mot1-301 growth rescue at high temperature, primary screen, SUMOylation pathway inhibitor project, S. cerevisiae, ATP luminescence, 38.5C | S. cerevisiae Mot1-301 growth rescue; percent above DMSO median, 100 means doubled | growth rescue, % at 18.8 µM | 1% of 320,000 active | AID 2716, 2010;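 active means every valid replicate shows activation above 250% relative to neutral control wells; inactive means the rest, any valid replicate at or below 250%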;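 further: OY570 slx delta 5 strain wells were the positive control but not used for scaling; some compounds called inactive have numbers as strong as hits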
RTF Ca sens act – cardiac RTF calcium sensitivity activators, primary screen, biochemical, IANBD-TnC fluorescence, EC20 calcium | Troponin I, cardiac muscle (Homo sapiens) + Troponin T, cardiac muscle (Homo sapiens) + … | IANBD-labeled TnC RTF fluorescence at EC20 calcium; 0% EC20 calcium, 100% full calcium | activation, % at 7.2 µM | 0.24% of 340,000 active;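 active means activation above the mean over all tested compounds plus 3 SD, cut at about 30% in these data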;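 further: rise in fluorescence read as greater calcium sensitivity of cardiac thin filaments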
Rtt109 HAT inh – inhibitors of C. albicans Rtt109/Vps75 HAT, primary screen, biochemical, ThioGlo CoA-SH fluorescence, plate reader; Histone acetyltransferase RTT109 (Candida albicans (strain SC5314 / ATCC MYA-2876)), …; purified Rtt109/Vps75, 4 h; inhibition, % at 34.9 µM; 0.16% of 330,000 active;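 active means inhibition of at least 50% in every replicate; inconclusive means best replicate reaches 50% inhibition but some replicates fall short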
Target sequence (Q5AAJ8 whole entry, looked up): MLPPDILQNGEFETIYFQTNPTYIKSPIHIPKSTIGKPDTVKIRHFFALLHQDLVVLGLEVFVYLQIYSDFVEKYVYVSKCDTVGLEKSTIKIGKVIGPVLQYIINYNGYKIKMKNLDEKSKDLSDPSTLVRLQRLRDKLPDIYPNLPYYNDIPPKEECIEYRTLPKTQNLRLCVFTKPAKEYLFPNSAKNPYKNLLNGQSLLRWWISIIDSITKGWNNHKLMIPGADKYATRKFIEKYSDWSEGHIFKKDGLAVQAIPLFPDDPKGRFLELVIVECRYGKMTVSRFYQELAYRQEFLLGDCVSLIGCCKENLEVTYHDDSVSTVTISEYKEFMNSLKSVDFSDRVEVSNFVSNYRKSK
NSD2 inh – NSD2 histone methyltransferase inhibitors, primary screen, biochemical, AlphaScreen, single concentration, set 2; AID 743445, 2014; inhibition, % at 12.5 µM; 0.54% of 310,000 active; NSD2 peptide methylation, 120 min; in the data active means inhibition above about 50%
PvdQ acylase – P. aeruginosa PvdQ acylase inhibitors, primary screen, biochemical, fluorescence, plate reader and imaging, single point | purified PvdQ acylase | inhibition, % at 10 µM | 0.063% of 340,000 active | AID 488965, 2010; in the data active means inhibition above about 30%, passing the limit was not always enough; inconclusive means no clear call, values can overlap the other calls;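 further: 0% = vehicle neutral wells and 100% = reference inhibitor wells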
CDK5 p35 inh – inhibitors of human CDK5/p35 kinase, primary screen, biochemical, single concentration; Cyclin-dependent kinase 5 (Homo sapiens) + Cyclin-dependent kinase 5 activator 1 (Homo …; Recombinant CDK5/p35, ADP-Glo luminescence, 60 min; inhibition, % at 10 µM; 0.01% of 330,000 active; AID 488839, 2010;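 active means highest replicate inhibition of at least 50% and at least 75% of replicates reaching 50%; inconclusive means only one of the two criteria met; inactive means both criteria failed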;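 further: plate controls were DMSO neutral control for no effect and GW8510 at 10 µM for full effect; many of its hits are not listed in these tables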
Target sequence (Q00535 whole entry, looked up): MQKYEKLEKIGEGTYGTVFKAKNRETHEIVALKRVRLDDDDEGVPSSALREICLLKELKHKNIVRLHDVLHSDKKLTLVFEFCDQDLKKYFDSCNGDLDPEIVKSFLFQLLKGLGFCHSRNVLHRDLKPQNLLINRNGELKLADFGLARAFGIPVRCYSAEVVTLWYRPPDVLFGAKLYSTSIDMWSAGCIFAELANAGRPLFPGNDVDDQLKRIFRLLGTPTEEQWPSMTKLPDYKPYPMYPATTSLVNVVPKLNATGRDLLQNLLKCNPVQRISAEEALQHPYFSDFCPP
Target sequence (Q15078 whole entry, looked up): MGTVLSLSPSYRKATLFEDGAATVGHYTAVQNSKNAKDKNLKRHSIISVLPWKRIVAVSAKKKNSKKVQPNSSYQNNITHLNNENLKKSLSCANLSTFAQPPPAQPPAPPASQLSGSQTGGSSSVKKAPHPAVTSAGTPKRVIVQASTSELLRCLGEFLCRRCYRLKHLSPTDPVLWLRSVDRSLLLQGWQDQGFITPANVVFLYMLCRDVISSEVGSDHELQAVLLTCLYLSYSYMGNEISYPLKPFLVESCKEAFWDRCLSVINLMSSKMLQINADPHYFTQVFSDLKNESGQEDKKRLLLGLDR
* marks the source's active call; other numbers are inactive results; u = inconclusive; x = not tested or not shown.

SMILES	Keap1-Nrf2 PPI	PfHsp90 yeast 2	dFosB activator	RTF Ca sens inh	LANA DNA inh	SUMO Mot1 rescue	RTF Ca sens act	Rtt109 HAT inh	NSD2 inh	PvdQ acylase	CDK5 p35 inh
Cc1n[nH]c(C)c1-c1nc2ccccc2[nH]1	7	-5	-6	-5	0.7	31	1	x	-2	11	0.3
C=C(C)COc1ccc2c(C)c(CC(=O)OC)c(=O)oc2c1C	-3	29	-9	-7	-0.5	7	0	5	0	-15	1.0
Cc1cc(C)cc(NC(=O)c2ccc(CN3CCc4ccccc4C3)cc2)c1	-1	7	-25	-5	-1.1	73	-6	2	-2	-15	-0.6
CC(C)=CC1C(C(=O)Nc2ccc(Br)cn2)C1(C)C (centres undefined)	1	7	-5	7	3.0	31	-4	-2	-2	-10	-0.3
CCOc1cccc2sc(N(CCN(C)C)C(=O)c3cc4ccccc4cc3OC)nc12	2	20	u	-1	1.8	-4	-1	36	7	6	0.0
CCOc1ccc(CCNC(=O)c2cccc(S(=O)(=O)N3CCCCC3)c2)cc1OCC	0	38	-11	-1	-0.3	-3	-3	4	24	-5	0.6
C/C(=N\O)C(C)NC(=O)c1ccccc1 (centres undefined)	-3	-4	-3	4	1.2	-17	0	3	-1	25	0.4
O=S(=O)(NC(CO)Cc1ccccc1)c1cc(Cl)ccc1F (centres undefined)	5	-14	-5	-6	-1.8	x	1	13	x	-15	0.9
Cc1ccc(C(=O)N/N=C(/CC(=O)c2cccs2)C(F)(F)F)cc1	-8	-40	-9	8	0.6	11	-2	-8	9	-6	0.4
Cc1ccccc1-n1nnnc1SCC(=O)Nc1ccc(N2CCN(C)CC2)cc1	-5	4	-1	-3	-0.9	-13	-3	-3	-2	-14	-5.2
CCOC(=O)C1=C(C)N(CCCC(=O)O)C(=O)NC1c1ccc(OC)cc1 (centres undefined)	-2	x	4	-4	-1.3	-2	3	11	x	-11	-0.5
COc1ccc(CCNC(=O)CSc2cn(Cc3ccccc3)c3ccccc23)cc1OC	3	-6	7	-7	1.4	0	4	-10	x	-5	0.5
O=C(CSc1nnc(-c2ccncc2)n1-c1ccc(F)cc1)NC(=O)NCc1ccco1	-9	33	-3	-3	2.5	4	-6	2	2	13	3.1
COc1ccc(C2CC(=O)c3cnn(-c4nc(C)cc(C)n4)c3C2)cc1 (centres undefined)	1	4	-16	-6	-0.1	5	0	-10	-1	0	-6.6
Cc1c(CCO)c(=O)n(-c2ccccc2)n1S(=O)(=O)c1c(Cl)cc(Cl)cc1Cl	4	-16	-1	-4	0.8	x	0	-9	-3	-20	-0.2
O=C(O)c1cc2c(cc1NC(=O)c1c(F)cccc1F)OCCCO2	2	-2	-5	-18	0.6	1	-1	0	-2	-8	-1.3
CCOc1ccccc1NC(=O)CCC(=O)O	-1	-5	-6	5	-0.1	3	-2	7	1	-4	-1.8
CC(C)N(Cc1ccccc1)S(=O)(=O)N(C)C	-3	13	-1	-18	2.1	0	0	-12	-5	-15	-3.2
Cc1noc(C)c1C(=O)Nc1nc(-c2ccc([N+](=O)[O-])cc2)cs1	-2	2	-6	2	-0.1	2	-1	-2	23	-4	0.2
ONC(=Nc1ccccc1)c1ccc(Cl)cc1	0	-48	-8	-2	0.0	65	2	-1	0	-8	-3.5
COC(=O)[C@]1(C)N[C@H](c2ccc(-c3cccc(Cl)c3)cc2)[C@@H]2C(=O)N(C)C(=O)[C@@H]21	5	-3	-10	-3	3.6	25	12	6	x	0	1.0
CCC(C)(C)n1nnnc1CN1CCSCC1	-1	11	-6	-25	0.1	0	-7	8	-1	15	5.4
Cc1cc(Nc2ccc(C)c(F)c2)n2ncnc2n1	-8	x	-4	-18	-2.1	14	4	3	-5	-6	-1.4
CN(CCCNC(=O)Cn1cc2c(n1)CCCC2)C1CCCCC1	-7	9	3	-4	-0.7	56	1	9	x	9	2.2
O=C(CCCN1C(=O)S/C(=C/c2ccccc2)C1=S)Nc1ccc(C(=O)O)cc1	4	9	2	-9	0.7	-7	-2	25	33	15	-0.5
CCC(OC(=O)c1nsc(Cl)c1Cl)C(=O)NCCOC (centres undefined)	-2	-48	-2	-5	-0.8	-3	7	0	-5	-4	6.1
O=C(CSc1nnc(Cc2ccccc2)n1-c1ccccc1)N1CCOCC1	-1	x	-3	-4	0.6	-12	4	-2	x	4	2.9
CCCCc1ccc(Nc2ncnc3nc[nH]c23)cc1	-1	-6	-9	2	0.1	6	-3	-24	x	-33	2.7
CNC(=O)C1(C(F)(F)F)C/C(=C\CCO)CCCO1 (centres undefined)	-5	x	-2	-7	1.5	-10	-2	-7	x	-7	-0.2
COc1ccc(/C=C2\SC(=S)N(CCC(=O)Nc3cccc(O)c3)C2=O)cc1OC	-2	-7	14	-5	1.9	-1	-3	3	-1	-10	-0.2
COc1ccc(C(=O)NCC(=O)OCc2cccc(Br)c2)cc1	-8	-37	-5	-5	-0.5	-11	2	-5	x	-11	-0.1
CCNC(=O)Cc1ccc(S(=O)(=O)N2CCOCC2)s1	2	-13	-6	-9	2.0	0	3	-5	2	-13	-0.4
CCN(C[C@H]1N[C@@](CC)(C(=O)OC)[C@H]2C(=O)N(Cc3ccccc3)C(=O)[C@@H]12)C(=O)c1ccc(C(C)(C)C)cc1	-3	-1	-16	0	-0.4	x	-1	1	x	-6	1.6
CCOc1ccccc1-n1c(SCC(=O)N(C(C)C)C(C)C)nnc1-c1cccnc1	1	6	-12	4	0.4	11	7	-17	1	10	1.0
CC(=O)Nc1ccc2c(O)cc(S(=O)(=O)O)cc2c1	1	-3	-4	-5	12	x	1	-2	10	-2	-0.7
COc1ccccc1C(NC(=O)CC(C)C)c1c(O)ccc2ccccc12 (centres undefined)	0	-8	-2	-6	-0.5	-10	-5	3	-3	-2	-0.5
O=C(NNC(=O)c1cc(Cl)ccc1O)c1ccc(NS(=O)(=O)c2cccs2)cc1	3	5	-4	-7	0.4	18	-1	0	-7	-6	-1.0
Cc1ccc2c(CN3CCCCC3)cc(=O)oc2c1	-2	-20	-4	-2	-1.3	-3	12	5	-2	-3	0.0
O=C(/C=C/c1cccc([N+](=O)[O-])c1)NCCc1ccc(F)cc1	-4	-3	-8	2	-1.1	-1	5	-24	-2	10	0.7
O=C(CNC(=O)c1ccco1)Nc1ccc(OC(F)F)cc1	-7	1	-7	0	-1.7	6	-9	5	-1	18	0.6
CCN(C(=O)COC(=O)CCC(=O)c1cccs1)C1CCCCC1	-1	25	2	-6	0.1	17	-3	3	-1	12	0.5
O=C(NCCCn1ccnc1)C1CCN(S(=O)(=O)c2ccc(F)cc2)CC1	-4	7	-3	-1	-0.8	-9	-1	-7	57*	5	0.9
CCN(CC)C(=O)CSc1nc2nc(C)cc(C)c2c(=O)[nH]1	-3	22	-18	1	1.0	-4	0	2	-1	11	-0.1
COc1cc(CNCC2CCCO2)ccc1OCC(N)=O (centres undefined)	-1	-5	-5	-8	-0.3	30	1	10	-3	21	3.7
Cc1c(NC2=CC(=O)CCC2)c(=O)n(-c2ccccc2)n1C	0	12	1	-2	-0.8	7	-2	-10	-5	-4	1.1
CCCn1c(C(C)NS(=O)(=O)c2ccccc2)n[nH]c1=S (centres undefined)	-1	3	-4	-9	-0.7	14	-1	0	-4	-7	1.6
C=C1C(=O)C=C[C@]2(C)C[C@@H]3OC(=O)[C@](C)(O)[C@H]3C[C@@H]12	-3	2	-3	-8	0.9	24	-5	-2	x	-10	-0.8
CCCn1c(SC(C)C(=O)NCC2CCCO2)nc2sc3c(c2c1=O)CCC3 (centres undefined)	2	7	-3	-14	-2.1	172	-4	-2	-1	-11	-1.7
CCOC(=O)C1=C(c2ccccc2)Nc2ncnn2C1c1cccc(O)c1 (centres undefined)	-2	12	5	-7	-1.4	x	-5	-6	-4	1	1.3

Seven compounds already listed, arranged by molecular weight, ascending.
SMILES	Keap1-Nrf2 PPI	PfHsp90 yeast 2	dFosB activator	RTF Ca sens inh	LANA DNA inh	SUMO Mot1 rescue	RTF Ca sens act	Rtt109 HAT inh	NSD2 inh	PvdQ acylase	CDK5 p35 inh
Cc1ccc2c(CN3CCCCC3)cc(=O)oc2c1	-2	-20	-4	-2	-1.3	-3	12	5	-2	-3	0.0
Cc1c(NC2=CC(=O)CCC2)c(=O)n(-c2ccccc2)n1C	0	12	1	-2	-0.8	7	-2	-10	-5	-4	1.1
O=C(/C=C/c1cccc([N+](=O)[O-])c1)NCCc1ccc(F)cc1	-4	-3	-8	2	-1.1	-1	5	-24	-2	10	0.7
CCN(CC)C(=O)CSc1nc2nc(C)cc(C)c2c(=O)[nH]1	-3	22	-18	1	1.0	-4	0	2	-1	11	-0.1
CCCn1c(C(C)NS(=O)(=O)c2ccccc2)n[nH]c1=S (centres undefined)	-1	3	-4	-9	-0.7	14	-1	0	-4	-7	1.6
CCOC(=O)C1=C(c2ccccc2)Nc2ncnn2C1c1cccc(O)c1 (centres undefined)	-2	12	5	-7	-1.4	x	-5	-6	-4	1	1.3
O=C(NCCCn1ccnc1)C1CCN(S(=O)(=O)c2ccc(F)cc2)CC1	-4	7	-3	-1	-0.8	-9	-1	-7	57*	5	0.9
